# HepG2 viability: kills HepG2 cells in TGF-b inhibitor counter-screen | HepG2 CAGA-GFP viability, ATP luminescence, 18 h | Potency, µM (top dose mostly 46.1 µM), without a hit: top-dose activity change, negative = cytotoxicity, most hits filed as cytotoxic | hit rate 0.76% among 410,000; also: potency is read from the fitted curve at half-maximal effect; some results filed as inactive show a strong effect at the top dose
#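 CellTiter-Glo luminescence gave cytotoxicity after 18 hours at 37 degrees C. The cells were HepG2 CAGA-GFP in 1% FBS DMEM, stimulated with 500 pg/mL TGF-beta after compound addition. %Activity was normalised to no-cell wells (complete cell-killing) and DMSO (no toxicity), and curves were fitted and classified.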
# A549 tox: counter-screen for Nrf2 inhibitors: cytotoxicity in A549 cells. A549 ARE-Fluc cells, CellTiter-Fluor viability, 18-24 h. Potency, µM (series often up to 46 µM), for inactives: top-dose activity change, negative = cytotoxicity, usual class: inhibitors. hit rate 0.16% among 390,000; also: potency is read from the fitted curve at half-maximal effect; % is scaled to controls: 0 for no effect and ±100 for the full control effect
#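 A549 ARE-Fluc cells in 5% FBS OPTI-MEM, 5000 cells/well, rested 2 h then exposed to compounds in concentration-response for 18-24 h at 37 °C. Viability by CellTiter-Fluor fluorescence (Ex 405/Em 525) after 30 min; luciferase luminescence (BugLite, 15 min, RT) read afterwards.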
# CCT modulator: modulators of cytosolic chaperonin (CCT/TRiC) activity. activity change, % (concentration not given with the values), hits read low. AID 651819. hit rate 0.3% among 360,000. purified chaperonin ATPase assay, HTRF ADP detection, 30 min; in the data active = activity change below about -30%; also: % is scaled to controls: 0 for no effect and ±100 for the full control effect
#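 TRiC (40 or 20 nM final, by batch activity) in 30 mM Tris pH 7.4, 100 mM KCl, 5 mM MgCl2, 1 mM DTT was treated with compound at 76 uM single dose, then 10 uM ATP, 30 min at 37 °C. ADP was read by HTRF Transcreener.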
# Mm-Cpn inhibitor: M. maripaludis TRiC chaperonin inhibition; Potency, µM (highest dose often 76.9 µM), inactives show at the top dose activity, negative = inhibition, actives largely listed as inhibitors; hit rate 0.031% among 330,000; purified Mm-Cpn ATPase, ADP Transcreener TR-FRET; also: potency is read from the fitted curve at half-maximal effect; % is scaled to controls: 0 for no effect and ±100 for the full control effect; nearly all actives have a fitted effect of over 80% in size
#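 TR-FRET (320 nm excitation; 590 and 665 nm emission) reports ADP made from 10 uM ATP by 25 nM enzyme; compounds were preincubated 10 min, reaction run 30 min, both at 37°C.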
# Abeta yeast res: A-beta toxicity reversal in yeast; AID 1347071; hit rate 0.063% among 410,000; yeast expressing A-beta42, growth rescue, OD600, 48 h; response scale: 0% DMSO, 100% iron-clioquinol control; Potency, µM (series often up to 46.1 µM), for the others: at the highest dose growth rescue, hits mostly activators; also: potency is read from the fitted curve at half-maximal effect; nearly all actives have a fitted effect of over 55% in size
#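 Yeast A-beta toxicity model in growth medium with pinned compounds, 48 h at 30 C; growth read as absorbance at 600 nm. Normalized to FeCl3/clioquinol equimolar mix (positive) and DMSO (negative).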
# TGFb inhibitor: TGF-b pathway inhibition. Potency, µM (top dose mostly 46.1 µM), inactives show at the highest dose activity, negative = inhibition, usual class: inhibitors. hit rate 1.2% among 410,000. HepG2 CAGA-GFP TGF-b/SMAD3 reporter, GFP fluorescence, 18 h; TGF-beta stimulated, 500 pg/mL final; also: potency is read from the fitted curve at half-maximal effect; % is scaled to controls: 0 for no effect and ±100 for the full control effect; nearly all actives have a fitted effect of over 65% in size
#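 HEPG2 CAGA-GFP, 1000 cells/well; 2 h settle, 37 C; cpd via pin tool; TGF-b 500 pg/mL final; 18 h, 37 C; GFP imaging ex488/em500-530; %Activity normalised to -TGF-b and +DMSO controls; CRC fit, curve class.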
# pAkt inh: inhibitors of Akt phosphorylation; Neuro2A IGF-stimulated pAkt S473 HTRF, 20 min; stronger effect = lower value; activity change, % for hits at 50 µM; hit rate 0.32% among 360,000; AID 651550; in the data active = activity change below about -80%; inconclusive = mostly about -51% to -80%; also: % is scaled to controls: 0 for no effect and ±100 for the full control effect
#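 Neuro2A cells in DMEM with 0.5% FBS, overnight at 37 deg C, given compound at single 50 µM final, then IGF (6 nM final) for 20 min at 37 deg C. Lysed; phospho-Akt Ser473 by HTRF after 24 h, 665/615 ratio.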
# Nrf2 block: blocks Nrf2 signaling | A549 ARE-Fluc reporter, luciferase luminescence, 18-24 h | Potency, µM (top dose mostly 46 µM), without a hit: at the highest dose activity change, negative = inhibition, usual class: inhibitors | hit rate 2.1% among 360,000 | AID 504444; also: potency is read from the fitted curve at half-maximal effect; % is scaled to controls: 0 for no effect and ±100 for the full control effect; nearly all actives have a fitted effect of over 60% in size
#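 A549 ARE_Fluc cells, 5000/well, 5% FBS OPTI-MEM; compounds in dose-response, 18-24 h at 37 °C/5% CO2; CellTiter-Fluor viability read (Ex 405/Em 525), then BugLite luciferase luminescence = Nrf2 activity.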
# Nrf2 ARE act: activators of Nrf2 (ARE) signaling | hit rate 0.31% among 410,000 | AREc32 ARE-luciferase reporter (MCF7-derived line), luminescence, 24 h | Potency, µM (doses to about 46.1 µM), for inactives: at the top dose activation, usual class: activators; also: potency is read from the fitted curve at half-maximal effect; % of control where 0% means no effect; nearly all actives have a fitted effect of over 65% in size
#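 ARE activation measured as luciferase luminescence (Steady-Glo, 30 min RT) in AREc32_Fluc cells after 24 hr compound exposure at 37 deg C, 5% CO2; cells seeded overnight at 1000/well in OPTI-MEM, 5% FBS.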
# * = called active by the depositor; i = inactive; ? = inconclusive; . = not tested or not shown; & = joins results of further samples; ! = not active in a repeat; [ ] = dose if it differs, or a comment. Unless noted, calls follow the shape of the dose curve; as a rule, active = well fitted curve in the direction sought with a large enough effect; inconclusive = small, poorly fitted or top-dose-only effect, or another doubt; inactive = no such curve, though single readings can be large; an effect the other way counts as inactive or inconclusive.
# Values run as follows: HepG2 viability	A549 tox	CCT modulator	Mm-Cpn inhibitor	Abeta yeast res	TGFb inhibitor	pAkt inh	Nrf2 block	Nrf2 ARE act
- CC1Sc2ccc(C(=O)OCc3ccccc3Cl)cc2NC1=O (stereo unspecified)
  -2%	0%	0.8	1%	6%	-23%	i	?	0.7%
- CCOc1ccc(C(=O)NCC(=O)N2CCN(c3ccccc3O)CC2)cc1
  -7%	-13%	-1.1	-2%	1%	1%	i	-18%	0.0%
- COCCNC(=O)c1nn(-c2ccc(C)cc2)c(=O)c2c1c1ccccc1n2C
  -11%	3%	.	.	-22%	-8%	.	2%	-0.3%
- Cc1ccc(NC(=O)Cn2c(=O)ccc3cc(S(=O)(=O)N4CCC(C)CC4)ccc32)cc1Cl
  -20%	7%	.	.	-9%	2%	.	.	0.3%
- CC(C)c1ccc(CN2CCC(Oc3ccc(C(=O)N4CCCC4)cc3)CC2)cc1
  -41%	-7%	-2.3	1%	20%	?	i	-27%	0.2%
- O=C(NC(=S)N1CCOCC1)C12CCC3CC(CC(C3)C1)C2
  -4%	6%	-0.8	0%	10%	-3%	i	?	-0.8%
- CC1CN(C(=O)CN2C(=O)NC3(CCCC3)C2=O)C(=Nc2cccc(S(=O)(=O)N(C)C)c2)S1 (stereo unspecified)
  -23%	-3%	-0.8	-1%	9%	-4%	i	-2%	0.2%
- COc1ccc(C(=O)Nc2c(N)nc(SCC(=O)NCC3CCCO3)[nH]c2=O)cc1 (stereo unspecified)
  6%	-1%	-2.0	-3%	-3%	-9%	i	2%	-0.3%
- COC(=O)c1ccc2nc(-c3ccc4c(c3)OCO4)cn2c1
  8%	0%	-0.7	4%	-10%	?	i	?	-0.6%
- Cc1onc(-c2ccccc2)c1-c1nnc(COC(=O)c2ccc(F)cc2)o1
  -21%	.	-0.2	.	-1%	-1%	i	.	6.9%
- COc1ccc(CN2CCN(C(C)C(=O)NC(C)c3ccc(F)cc3)CC2)cc1F (stereo unspecified)
  -1%	2%	-0.6	1%	6%	-21%	i	-2%	-1.0%
- CCc1ccc(C(=O)NNc2ccc(F)cc2F)cc1
  2%	-1%	0.0	2%	25%	?	i	-17%	2.5%
- O=C(NC1CCCCC1)C(c1ccc2ncccc2c1)N(Cc1ccco1)C(=O)c1ccc2c(c1)OCCO2 (stereo unspecified)
  -10%	-16%	0.0	-9%	-2%	8%	i	-6%	-0.6%
- COc1ccc(CNC(=O)/C=C/c2ccc(OCCCF)cc2)cc1
  -1%	-19%	-2.8	-2%	11%	6%	i	-9%	0.6%
- CCCc1nc2ccc(NC(=O)c3cccs3)cc2c(=O)n1Cc1ccc(Cl)cc1
  0%	-4%	1.3	1%	-12%	-23%	i	?	-0.5%
- COc1ccccc1C1/C(=C(\O)c2ccc3c(c2)OCCO3)C(=O)C(=O)N1CCCn1ccnc1 (stereo unspecified)
  5%	-1%	0.1	0%	-7%	12%	i	4%	-0.2%
- CC1(C(=O)NCc2ccccc2Br)CCN1C(=O)C1(c2ccc(Cl)cc2)CC1 (stereo unspecified)
  -4%	.	-2.7	.	6%	?	i	.	0.3%
- COc1cc(/C=N/N2C(C)CCCC2C)cc(OC)c1O (stereo unspecified)
  -3%	0%	-0.3	-1%	0%	-11%	i	-6%	-0.3%
- c1ccc(-c2nc(N3CCCC3)nc3ccccc23)cc1
  -17%	5%	1.5	0%	-7%	0%	i	-1%	5.3%
- CCOC(=O)c1c(C)[nH]c(C=O)c1Cc1cccc(Cl)c1
  -13%	?	-1.5	-2%	13%	0%	i	26µM*	0.4%
- CC(C)(C)NC(=O)C1CCC(CNS(=O)(=O)c2cccc3nsnc23)CC1 (stereo unspecified)
  -3%	2%	0.5	1%	-9%	1%	i	-3%	-0.4%
- O=C(NCCCO)NC(=S)c1cccc2ccccc12
  0%	1%	0.7	1%	-7%	-2%	i	?	0.0%
- Cc1cc(F)ccc1C(O)c1ncc(-c2ccc(Cl)cc2)[nH]1 (stereo unspecified)
  -12%	.	1.2	.	19%	-4%	i	.	-0.6%[9.22 µM]
- COc1ccc(CCNC(=O)c2c(O)nc3c(C)cccn3c2=O)cc1OC
  -16%	1%	.	.	-27%	0%	.	-5%	-1.3%
- CN1CCN(S(=O)(=O)c2cccc(C(=O)NCCOc3ccccc3)c2)CC1
  -9%	7%	1.3	1%	-8%	-5%	i	2%	-0.2%
- CCOc1ccc(S(=O)(=O)N(C)CC(=O)NCc2ccccn2)cc1
  13%	0%	-0.4	2%	-12%	12%	i	-1%	0.1%
- CCC1CCCCN1CCNC(=O)c1[nH]c(C)c(C(C)=O)c1C (stereo unspecified)
  -1%	14%	0.9	0%	2%	-7%	i	13%	-0.2%
- COc1ccc2cc(C(=O)NCC3CCCO3)[nH]c2c1 (stereo unspecified)
  0%	1%	-0.9	2%	2%	3%	i	?	4.0%
- Cn1c(=O)c2c(ncn2CC(=O)OCC(=O)Nc2cc(Cl)ccc2C#N)n(C)c1=O
  -18%	20%	-2.9	1%	-7%	16%	i	?	6.3%
- O=S(=O)(c1ccc(Cl)cc1)c1nnn2c1nc(NC1CCCCC1)c1sccc12
  -16%	-11%	.	.	-3%	43%[activator]	.	?	-0.2%

# The list goes on; it opens with the five that closed the last part.
# Values run as follows: HepG2 viability	A549 tox	CCT modulator	Mm-Cpn inhibitor	Abeta yeast res	TGFb inhibitor	pAkt inh	Nrf2 block	Nrf2 ARE act
- CCOc1ccc(S(=O)(=O)N(C)CC(=O)NCc2ccccn2)cc1
  13%	0%	-0.4	2%	-12%	12%	i	-1%	0.1%
- CCC1CCCCN1CCNC(=O)c1[nH]c(C)c(C(C)=O)c1C (stereo unspecified)
  -1%	14%	0.9	0%	2%	-7%	i	13%	-0.2%
- COc1ccc2cc(C(=O)NCC3CCCO3)[nH]c2c1 (stereo unspecified)
  0%	1%	-0.9	2%	2%	3%	i	?	4.0%
- Cn1c(=O)c2c(ncn2CC(=O)OCC(=O)Nc2cc(Cl)ccc2C#N)n(C)c1=O
  -18%	20%	-2.9	1%	-7%	16%	i	?	6.3%
- O=S(=O)(c1ccc(Cl)cc1)c1nnn2c1nc(NC1CCCCC1)c1sccc12
  -16%	-11%	.	.	-3%	43%[activator]	.	?	-0.2%
- CCCCS(=O)(=O)CC(COc1ccccc1)OC(=O)c1ccccc1 (stereo unspecified)
  3%	2%	-0.3	1%	-3%	-5%	i	6%	12%
- O=C(Nc1ccc(N2CCN(C(=O)c3ccco3)CC2)cc1)c1ccc(Br)cc1
  -2%	-11%	-2.0	1%	0%	-4%	i	16µM*	0.2%
- Fc1cccc(CCN2C(=S)NC[C@@H]2CC2CCCCC2)c1
  -34%	0%	-0.6	1%	0%	14µM*	i	-25%	2.9%
- O=C1SC(SCc2ccccc2)=N/C1=C\c1ccc(C(=O)O)cc1
  3%	3%	0.2	-4%	-22%	-1%	i	3%	0.1%
- O=C(O)Cn1c(O)c(C=Nc2ccccc2)sc1=S
  -2%&-19%	?	-2.5&-1.9	1%&-1%	20%&4%	-6%&38%	-107%*!	1%&10%	0.3%&-0.7%
- COc1cccc(CC(NC(C)=O)C(=O)NC2CCN(S(=O)(=O)c3ccc(C)cc3)CC2)c1OC (stereo unspecified)
  6%	5%	0.4	1%	-2%	2%	i	0%	0.2%[9.22 µM]
- O=C1CC[C@@H](CN(Cc2ccccn2)Cc2nc(Cc3cccc(C(F)(F)F)c3)no2)N1
  -32%	21%	-3.0	-1%	1%	?	i	-33%	0.5%
- COc1ccccc1NC(=O)C1=C(C)Nc2ncnn2C1c1ccccn1 (stereo unspecified)
  -2%	-4%	.	.	1%	1%	.	4%	-1.1%
- COc1ccccc1NC(=O)c1cc[n+]([O-])cc1
  -5%	15%	-0.5	0%	-6%	-3%	i	0%	7.0%
- Cc1c(Cl)cccc1NC(=O)CCC(=O)NNC(=O)c1ccco1
  8%	-6%	0.5	0%	9%	0%	i	14%	0.1%
- Cc1ccc2c(c1C)NC(C(=O)O)C1CC=CC21 (stereo unspecified)
  -4%	-18%	0.1	0%	-28%	-20%	i	-15%	2.2%
- CCn1cc(S(=O)(=O)Nc2cc(F)ccc2C)cn1
  4%	0%	2.2	1%	-21%	?	i	3%	0.1%
- CCN1CCSc2ccc(C(=O)NCc3ccccc3F)cc21
  -60%	14%	-1.3	-17%	-13%	-26%	i	-17%	2.1%
- CCCC(=O)Nc1c(-c2ccccc2)c(=O)c(C)nn1-c1ccc(C)cc1
  -5%	-1%	-3.6	0%	0%	-21%	i	12%	0.4%
- Cc1cc(C)c(OCCNC(=O)c2ccccc2Sc2ccccc2C#N)c(C)c1
  -28%	2%	-4.0	-1%	10%	-25%	i	?	-1.0%
- CCOc1ccc(CC(=O)Nc2cccc(-c3ccc4nnc(C)n4n3)c2)cc1
  -42%	0%	1.2	-1%	-10%	-7%	i	-23%	26%

# Bioassay records from PubChem.
